Bioassay records from PubChem BioAssay.
Insulin prom inh = TRM-6 insulin promoter activity inhibition; TRM-6 cells (human fetal islet line), insulin promoter-eGFP reporter, imaging; reporter expression induced with tamoxifen; inhibition, % at 2 µM; 0.9% of 130,000 active;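 active = inhibition above the mean plus 3 SD, with well images judged a real hit on visual review, cut at about 60% in these data, passing the limit was not always enough; inconclusive = inhibition over the cutoff but images rejected on review; inactive = inhibition not above the cutoff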
SDO1 yeast rescue = sdo1-depleted yeast growth rescue; S. cerevisiae sdo1-depleted JHY4D growth rescue, OD600 30 h; stronger effect = higher value; pdr5 snq2 efflux-pump mutant strain; z-score at 10 µM; 0.21% of 140,000 active; AID 817;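 active = z-score above 3 at both the 24 hr and the 30 hr optical density reads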;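 also: z-score against mean and SD of all compound wells on the same plate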
SDO1 yeast rescue Rescue 24 h = also measured in SDO1 yeast rescue; calls as there; z-score; S. cerevisiae sdo1-depleted JHY4D growth rescue, OD600; measured here: growth rescue at 24 h;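 0 is the plate mean of compound wells and units are plate SD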
An asterisk follows results filed as active; ? = inconclusive; nt = not tested or not shown; & = joins results of further samples. A portion of the library; the hit share may differ from the screen's.

Value order: Insulin prom inh | SDO1 yeast rescue | SDO1 yeast rescue Rescue 24 h
> COc1ccccc1CNC(=O)CN1CCC(n2cnc3cc(F)ccc32)CC1
  7.1 | 0.41 | -0.6
> CSc1nc2ccc(NC(=O)C3CC(=O)N(Cc4ccco4)C3)cc2s1 (stereo not given)
  -9.7 | 0.38 | 0.2
> COc1ccc(C(C)NC(=O)c2cccc([N+](=O)[O-])c2)cc1OC (stereo not given)
  12.5 | 0.47 | -0.16
> COc1ccc(CN2C(=S)NC(C)(C)CC2(C)O)cc1 (stereo not given)
  -18.5 | 0.26 | 0.05
> Cc1ccc(C(c2sc3nc(C)nn3c2O)N2CCN(C(=O)c3ccco3)CC2)cc1 (stereo not given)
  -42.9 | 0.38 | 0.01
> CCCCn1nnnc1SCC(=O)c1ccc(C)c(C)c1
  -23.1 | 0.47 | 0.42
> CCOC(=O)c1cccnc1SCc1cc(=O)n2ccccc2n1
  nt | -0.29 | -0.44
> O=C(c1ccc([N+](=O)[O-])cc1)N(Cc1ccc(Br)cc1)N1C(=O)CCCC1=O
  33.3 | -0.5 | -1.16
> Fc1cccc(CSc2nc3ncccc3[nH]2)c1
  21.9 | -0.96&-0.58 | -1.34&-0.98
> COCCN1Cc2cccc(C(=O)NCc3ccccn3)c2C1=O
  nt | 1.23 | 1.09
> COc1cccc(C(=O)N/N=C/c2cn[nH]c2-c2ccc(OC)cc2OC)c1
  -4.0 | 0.2 | -0.43
> CCOc1ccccc1NC(=O)CSc1ncnc2c1oc1ccccc12
  nt | 0.13 | 0.39
> COc1ccc(CCNC(=S)NC(=O)c2ccc(Br)cc2)cc1OC
  28.6 | nt | nt
> Cc1ccc(OCC(=O)N(Cc2ccccc2)C(C)C)c([N+](=O)[O-])n1
  25.0 | 0.07 | -0.87
> Cc1ccc(SCC(=O)Nc2ccc(F)cc2[N+](=O)[O-])cc1C
  -28.6 | -0.99 | -0.12
> CCCCc1ccc(NC(=O)C2CCCO2)cc1 (stereo not given)
  65.8 | 0.87 | 0.61
> COc1ccc(/C=C/C(=O)c2cc(Br)ccc2OC(=O)c2ccco2)cc1OC
  -21.4 | -1.32 | -1.07
> CCc1ccc(OCC(O)CNC(C)(C)C)cc1 (stereo not given)
  18.8 | 0.07 | -0.11
> CCC(C)NC(=O)CSC1=Nc2ccccc2C2=NC(CCC(=O)NCc3ccco3)C(=O)N12 (stereo not given)
  -19.4 | 1.37 | 0.34
> CNc1cc(C)nc(-n2nc(C)cc2C)n1
  42.9 | 0.13 | -0.05

(continued)
Value order: Insulin prom inh | SDO1 yeast rescue | SDO1 yeast rescue Rescue 24 h
> COCCCn1c(SCC(=O)Nc2nc3ccccc3s2)nnc1-c1ccoc1C
  22.6 | -1.35 | -1.11
> Cc1ccc(NC(=O)/C=C/c2ccc3c(c2)OCO3)nc1
  45.5 | 0.41 | 0.83
> COc1ccc(/C=C/C(=O)Nc2ccc3c(c2)CCC3)cc1OC
  26.7 | -1.4 | -1.12
> Cc1cc(C(=O)N/N=C/c2ccc(N3CCOCC3)cc2)c(C)o1
  -70.4 | nt | nt
> O=C1OCc2cc(NC(=O)C3COc4ccccc4O3)ccc21 (stereo not given)
  -40.0 | 0.49 | -0.42
> CC(=O)NCc1cccc(CNC(C)=O)n1
  19.4 | 0.14 | 0.48
> CCc1cccc(Oc2nn[nH]n2)c1
  -29.2 | 0.6 | 0.97
> Cc1ccc(S(=O)(=O)N(C)CC(=O)OCC(=O)c2c(N)n(C)c(=O)n(C)c2=O)cc1
  nt | 1.28 | 1.06
> CCn1c(C2CC(=O)N(Cc3ccccc3)C2)nc2ccccc21 (stereo not given)
  nt | 0.45 | 0
> O=C(O)c1cc(-c2ccc3c(c2)OCO3)nc2ccc(Br)cc12
  -58.3 | nt | nt
> CCC(Sc1ncnc2sc(C)c(C)c12)C(=O)OC (stereo not given)
  -6.9 | -0.63 | -0.01
> CCC(c1nnnn1C(C)(C)C)N(Cc1ccco1)Cc1cc2cccc(C)c2[nH]c1=O (stereo not given)
  53.3 | -1.52 | -0.97
> Clc1ccc2[nH]cc(-c3nnnn3-c3ccccc3)c2c1
  nt | -1.74 | -0.79
> O=C1CN(C(=O)c2cc([N+](=O)[O-])ccc2Cl)C(c2ccccc2)c2cc(F)ccc2N1 (stereo not given)
  -41.9 | -0.26 | -1.35
> Cc1c(NC(=O)OCc2ccccc2)c(=O)n(-c2ccccc2)n1C
  nt | 0.13 | -0.92
> CNC(=S)NCC(O)c1ccc([N+](=O)[O-])cc1 (stereo not given)
  -18.2 | nt | nt
> COCc1cc(C2C(C(=O)c3ccco3)=C(O)C(=O)N2CCOCCO)ccc1O (stereo not given)
  -35.3 | 0.99 | 0.31
> CCOc1ccc(NC2c3ccccc3C(=O)N2Cc2ccco2)cc1 (stereo not given)
  nt | -1.03 | -0.9
> CN1C(=O)C(O)(CC(=O)/C=C/C=C/c2ccccc2)c2ccccc21 (stereo not given)
  nt | 0.73 | 0.2
> CC(C)CN1CN(Cc2ccco2)CNC1=S
  -20.6 | 0.8 | 0.35

Five compounds out of the list, sorted by length of the SMILES, smallest number first.
Value order: Insulin prom inh | SDO1 yeast rescue | SDO1 yeast rescue Rescue 24 h
> CC(=O)NCc1cccc(CNC(C)=O)n1
  19.4 | 0.14 | 0.48
> Cc1ccc(NC(=O)/C=C/c2ccc3c(c2)OCO3)nc1
  45.5 | 0.41 | 0.83
> CCOc1ccc(NC2c3ccccc3C(=O)N2Cc2ccco2)cc1 (stereo not given)
  nt | -1.03 | -0.9
> CCC(c1nnnn1C(C)(C)C)N(Cc1ccco1)Cc1cc2cccc(C)c2[nH]c1=O (stereo not given)
  53.3 | -1.52 | -0.97
> Cc1ccc(S(=O)(=O)N(C)CC(=O)OCC(=O)c2c(N)n(C)c(=O)n(C)c2=O)cc1
  nt | 1.28 | 1.06

(next part)
structure	Insulin prom inh	SDO1 yeast rescue	SDO1 yeast rescue Rescue 24 h
CSCCC(NS(=O)(=O)c1ccc(C)cc1)C(=O)NC1CCCCC1 (stereo not given)	-78.6	nt	nt
CCOC(=O)c1ccc(NC(=S)N2CCSC2c2ccc(OC)cc2)cc1 (stereo not given)	nt	-0.74	-0.51
O=C(C1CCN(C2CC(=O)N(c3cccc(Cl)c3)C2=O)CC1)N1CCCCCC1 (stereo not given)	62.5	-0.11	-0.6
CC1CN(C(=O)c2c(Br)cnn2C)CC(C)O1 (stereo not given)	-44.4	0.09	0.07
O=C(COc1ccc(Cl)cc1Cl)N/N=C/CCc1ccccc1	nt	0.54	0.28
CC(C)NC(=S)Nc1ccc(Oc2ccccc2)cc1	-11.5	-0.06	-0.08
CCc1ccc(CNC(=O)CN2C(=O)COc3ccccc32)cc1	0.0	-0.61	-0.62
CCCCCn1c(N)c(-c2nc3ccccc3s2)c2c([N+](=O)[O-])nn(C)c(=O)c21	29.4	-1.53	-1.01
Nc1nc(CSc2n[nH]c(-c3ccccc3)n2)nc(Nc2ccccc2)n1	48.1	-0.6	-0.89
O=C(Cn1cc([N+](=O)[O-])cn1)NCc1cc2ccccc2[nH]1	nt	-0.26	-0.32
CCOC1CS(=O)(=O)CC1OCC (stereo not given)	-45.2	1.2	0.72
NC1CCCCC1N=Cc1c(O)n(CCc2ccc(F)cc2)c(=O)[nH]c1=O (stereo not given)	0.0	1.01	0.91
CCC12CN(C(=O)c3ccc(OC)cc3)CC(CC)(CN(C(=O)c3ccc(OC)cc3)C1)C2=O	-8.3	-0.11	-0.39
CCOc1ccc(NC(=S)N(CCc2c(C)[nH]c3ccc(C)cc23)Cc2cccnc2)cc1	-23.8	-1.09	-0.04
Cc1ccc(OCCNC(=O)/C=C/c2ccccc2)cc1C	27.6	-0.75	-0.65
CC1Cc2cc(/C(O)=C3/C(=O)C(=O)N(CCCN(C)C)C3c3ccncc3)ccc2O1 (stereo not given)	-220.0	0.32	-0.65
CSc1nc2nc3c(c(=O)n2[nH]1)CCCC3	24.3	1.07	0.57
CCc1cccc2c(C(=O)CSc3nncn3-c3ccc(OC)cc3)c[nH]c12	-5.6	-0.48	-0.78
COc1ccc(OC)c(/C=N/NC(=O)CCc2ccc(O)c(O)c2)c1	16.7	-0.31	-1.01
CC1CCCC(C)N1C(=O)COc1ccc(F)cc1 (stereo not given)	28.2	nt	nt
O=C(OCC(F)(F)C(F)F)c1ccccc1C(=O)Oc1ccc(F)cc1F	-72.7	-0.5	-0.91
CCC1(C)Cc2c(sc3c2c(=O)n(C)c2nnc(SCC(=O)c4ccccc4)n32)CO1 (stereo not given)	-154.6	nt	nt
Cc1ccccc1NC(=O)Nc1nnc(CC(=O)NCc2ccccc2)s1	-13.3	0.99	2.94
O=C(COC(=O)C1CC2C=CC1C2)Nc1cccc(S(=O)(=O)N2CCCCC2)c1 (stereo not given)	-6.7	-0.55	-0.74
Cc1ccc(-c2nn(-c3cc(Cl)ccc3[N+](=O)[O-])c(=O)c3ccccc23)cc1	-2.2	-1.03	-0.85
CC1CCc2nc3ccccc3c(C(=O)OCC(=O)NC3CCS(=O)(=O)C3)c2C1 (stereo not given)	-33.3	nt	nt
COCCN(CCOC)C(=O)c1cc2c(=O)n3ccccc3nc2s1	nt	0.65	0.06
COc1cc(Cl)cc2c1Sc1ccccc1/C2=C/CCN(C)C	?	-1.7	-1.24
CCOC(=O)CSc1nnc(-c2ccncc2)o1	-32.5	0.62	0.52
O=C(CSc1nnnn1C1CCCCC1)NCc1cccs1	5.0	nt	nt

Carrying on.
structure	Insulin prom inh	SDO1 yeast rescue	SDO1 yeast rescue Rescue 24 h
COc1cccc(CNS(=O)(=O)/C=C/c2ccc3c(c2)OCO3)c1	nt	-0.12	-0.6
CCN(CC)S(=O)(=O)c1ccc(S(=O)(=O)N2CCN(CCC#N)CC2)cc1	nt	-0.72	-0.89
CC(Sc1nc(O)c(-c2ccccc2)c(=O)[nH]1)C(=O)Nc1ccc(Cl)cc1 (stereo not given)	64.3	nt	nt
O=C(COC(=O)c1ccccc1Br)NCCc1ccc(F)cc1	12.5	-0.04	0.49
CS(=O)(=O)N1CCCC(C(=O)NCCCN2CCN(Cc3ccccc3)CC2)C1 (stereo not given)	-21.4	0.12	-0.07
O=C(O)c1ccc(N2CCCCCC2)c(N2C(=O)c3ccccc3C2=O)c1	-15.4	0.44	0.4
C1COCCNCCOCCOCCN1	11.4	0.81	-0.66
CC(C)NC(=O)c1ccccc1NC(=O)CN(c1ccc2c(c1)OCO2)S(C)(=O)=O	7.1	3.07*	3.67*
COCCNc1nnc(SCC(=O)Nc2sc3c(c2C(=O)c2ccccc2)CCCC3)s1	-58.1	-0.49	-0.19
O=S(=O)(c1ccc(OCC2CO2)cc1)c1ccc(OCC2CO2)cc1 (stereo not given)	-400.0	nt	nt
CCCN1C(=O)NC2(O)C(=O)c3ccccc3C12O (stereo not given)	nt	1.64	1.94
Cc1ccc(S(=O)(=O)CCC(=O)Nc2ccc3nc(C)sc3c2)cc1	nt	0.9	1.08
Cc1ccc(NS(=O)(=O)c2ccc(NC(=O)c3ccc(-c4ccccc4)cc3)cc2)c(C)c1	-22.7	nt	nt
CCOC(=O)CSc1[nH]c(=O)cc(C)c1C#N	14.3	0.24	-0.15
CCC(CO)n1cnnc1-c1ccncc1 (stereo not given)	7.1	0.95	0.97
O=C(CSc1nnnn1-c1ccc(Cl)cc1)NC(=O)Nc1ccc2c(c1)OCCO2	-20.0	-2.62	-1.63
CCOC(=O)C1CCCN(C(=O)CCC(=O)Nc2ccc3nc(N4CCOCC4)cc(C)c3c2)C1 (stereo not given)	nt	1.84	1.81
CC1CC(C)CN(c2ncnc3c2cnn3-c2ccc(Cl)cc2)C1 (stereo not given)	nt	-1.15	-1.53
CCOC(=O)c1c(C)[nH]c(C(=O)OCCOc2ccccc2C)c1C	nt	-0.39	0.14
COc1ccc(/C=C/c2cc(C(F)(F)F)[nH]c(=O)n2)cc1OC	-81.2	nt	nt
CCOc1ccc(-c2nnn(CC(=O)NCc3ccc(OC)cc3)n2)cc1OCC	-63.6	0.07	1.11
Cc1cc(=O)[nH]c(N/N=C/c2sccc2C)n1	26.9	0.69	0.37
CC1(C)CC(=O)c2cc(C(=O)Nn3cnnc3)c(=O)n(-c3ccccc3)c2C1	-29.0	1.78	2.32
COc1ccc(-c2cc(C(F)(F)F)nc(N3CCOCC3)n2)cc1OC	nt	-0.95	-0.58
CCc1nnc(NS(=O)(=O)c2ccc(Nc3ccc4nonc4c3[N+](=O)[O-])cc2)s1	33.3	nt	nt
COc1ccccc1CNC(=O)c1ccc(-c2ccccc2C(F)(F)F)o1	-25.0	-0.59	-0.16
O=C(N/N=C/C1=C(N2CCOCC2)C(=C\c2ccccc2)/CC1)Nc1ccccc1	-6.5	-0.14	0.13
Cc1cccc(C)c1NC(=S)Nc1c(C)n(C)n(-c2ccccc2)c1=O	34.5	0.16	-0.79
COc1ccc(C2C(C(=O)c3ccccc3)=C(C)Nc3nc4ccccc4n32)c(OC)c1 (stereo not given)	-46.3	-1.44	-1.16
Cc1nc(NC(=O)/C=C/c2ccccc2)sc1C(=O)Nc1ccccc1	-33.3	-0.23	0.16
Cc1cc(C)cc(NCc2cc(=O)oc3cc(-c4ccccc4)c(O)cc23)c1	nt	-2.07	-2.32
CC(=O)Nc1ccccc1Sc1ccc2c3c(cccc13)C(=O)N(c1ccc(C)cc1)C2=O	16.0	1.67	2.23

Three of the entries above in order of their number in SDO1 yeast rescue, smallest number first:
Molecule | SDO1 yeast rescue
CCOC(=O)c1c(C)[nH]c(C(=O)OCCOc2ccccc2C)c1C | -0.39
Cc1nc(NC(=O)/C=C/c2ccccc2)sc1C(=O)Nc1ccccc1 | -0.23
CCOc1ccc(-c2nnn(CC(=O)NCc3ccc(OC)cc3)n2)cc1OCC | 0.07
